Assay outcomes as filed in PubChem.
POLH inh: blocks human DNA polymerase eta activity; Q9Y253; recombinant Pol eta, fluorescent DNA replication assay; Potency, µM (titrated, usually from 114 µM), without a hit: at the top dose activity change, negative = inhibition, most hits filed as inhibitors; 390,000 tested, 1.2% active; note: potency is the fitted concentration of half-maximal effect; % is set by controls: 0 for no effect and ±100 for the full control effect
Target sequence (Q9Y253 whole entry, looked up): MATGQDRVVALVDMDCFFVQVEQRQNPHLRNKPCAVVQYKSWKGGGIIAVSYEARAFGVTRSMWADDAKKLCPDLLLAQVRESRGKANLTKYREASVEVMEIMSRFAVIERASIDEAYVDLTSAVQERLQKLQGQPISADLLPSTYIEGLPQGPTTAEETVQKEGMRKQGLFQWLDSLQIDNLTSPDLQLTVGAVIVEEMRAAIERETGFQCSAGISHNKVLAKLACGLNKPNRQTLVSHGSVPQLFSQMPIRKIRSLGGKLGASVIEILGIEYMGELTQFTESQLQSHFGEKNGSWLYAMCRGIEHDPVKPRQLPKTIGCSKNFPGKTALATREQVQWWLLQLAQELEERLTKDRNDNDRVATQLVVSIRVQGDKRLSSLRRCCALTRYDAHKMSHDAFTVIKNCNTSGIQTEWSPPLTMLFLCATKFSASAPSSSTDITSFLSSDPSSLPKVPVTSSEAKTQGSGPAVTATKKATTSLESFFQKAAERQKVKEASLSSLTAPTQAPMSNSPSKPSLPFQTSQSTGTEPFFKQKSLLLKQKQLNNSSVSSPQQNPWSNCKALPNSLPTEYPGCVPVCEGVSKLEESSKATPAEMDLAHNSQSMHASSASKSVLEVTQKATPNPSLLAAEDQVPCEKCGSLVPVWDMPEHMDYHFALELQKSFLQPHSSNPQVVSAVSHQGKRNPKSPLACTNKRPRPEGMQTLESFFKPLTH
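Fluorescent replication assay: 50 nM final substrate added after a 15 min room-temperature compound preincubation with 10 nM enzyme. Signal taken at 0 min and again at 10 min.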
POLK inh: inhibitors of human DNA polymerase kappa | Q9UBT6 | purified Pol kappa, fluorescent DNA synthesis assay, 10 min | Potency, µM (doses to about 107 µM), inactives show at the highest dose activity, negative = inhibition, actives largely listed as inhibitors | 400,000 tested, 0.53% active | AID 588579; note: potency is the fitted concentration of half-maximal effect; % is set by controls: 0 for no effect and ±100 for the full control effect
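Enzyme at 10 nM met test compounds for 15 min at room temperature. Substrate addition (50 nM final) began the reaction, which was monitored by fluorescence at 0 and 10 min.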
Anesthetic bind: binds horse apoferritin like a general anesthetic | apoferritin/1-aminoanthracene competitive binding, fluorescence | Potency, µM (top dose mostly 77.5 µM), for inactives: at the top dose activity change, negative = displacement, actives largely listed as inhibitors | 350,000 tested, 0.074% active | AID 485281; note: potency is the fitted concentration of half-maximal effect; % is set by controls: 0 for no effect and ±100 for the full control effect; nearly all actives have a fitted effect of over 20% in size
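Read-out: endpoint 1-AMA fluorescence, excitation 380 nm and emission 535 nm, after compounds sit 10 min at room temperature with 10 uM horse-spleen apoferritin in 50% saturated 1-AMA/PBS. Values come from four-parameter Hill fits.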
APEX1 inh: blocks human APE1 abasic DNA cleavage; P27695; 350,000 tested, 0.35% active; Potency, µM (doses to about 65.8 µM), inactives show top-dose activity change, negative = inhibition, most hits filed as inhibitors; recombinant APE1, TAMRA/BHQ-2 abasic DNA cleavage fluorescence;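 note: potency is the fitted concentration of half-maximal effect; plate controls were vehicle for no effect and reference inhibitor for full effect; nearly all actives have a fitted effect of over 55% in size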
Target sequence (P27695 whole entry, looked up): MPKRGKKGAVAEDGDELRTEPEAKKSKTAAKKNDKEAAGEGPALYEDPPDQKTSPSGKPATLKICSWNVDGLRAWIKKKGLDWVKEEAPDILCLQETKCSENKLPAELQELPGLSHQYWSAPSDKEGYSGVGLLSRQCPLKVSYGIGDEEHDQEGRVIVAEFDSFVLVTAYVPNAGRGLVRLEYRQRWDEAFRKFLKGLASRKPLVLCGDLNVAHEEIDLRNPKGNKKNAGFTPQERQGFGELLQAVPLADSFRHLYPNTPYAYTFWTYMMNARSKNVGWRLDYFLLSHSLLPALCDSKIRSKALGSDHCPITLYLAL
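Substrate: short duplex with […] THF abasic site, 5'-TAMRA and 3'-BHQ-2, 50 nM final. APE1 at 0.75 nM, preincubated 15 min RT with compound. Fluorescence increase from first to third read measured activity.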
LDHA block: LDHA (human) enzyme inhibition. P00338. purified LDHA, NADH/diaphorase-resazurin fluorescence; active compounds read low. activity change, % (values are at about 110 or 230 µM). 480,000 tested, 0.15% active. AID 1347041; in the data active = activity change below about -30%; inconclusive = mostly about -25% to -30%;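 note: plate controls were DMSO wells for no effect and wells without enzyme for full effect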
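Human LDH5 (2 nM) was incubated with 0.06 mM NADH and 0.2 mM pyruvate for 5 min at room temperature in Tris pH 7.4. Remaining NADH was coupled through diaphorase/resazurin, and resorufin fluorescence was read at 0 and 20 min.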
Pol beta inh: blocks human DNA polymerase beta activity | P06746 | Pol beta primer extension/strand displacement, fluorescence kinetic | Potency, µM (top dose mostly 114 µM), without a hit: at the top dose activity change, negative = inhibition, most hits filed as inhibitors | 340,000 tested, 1.3% active | AID 485314; note: potency is the fitted concentration of half-maximal effect; % is set by controls: 0 for no effect and ±100 for the full control effect
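Enzyme-only controls used 10 nM Pol beta; buffer lacking enzyme served as negative control. Compound preincubated 15 min, then 50 nM substrate added; 0 and 10 min reads at room temperature.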
Glioma ERSR ind: induces the endoplasmic reticulum stress response in human glioma cells; U87-MG GRP78 promoter luciferase reporter, 16 h; Potency, µM, inactives show top-dose activation, usual class: activators; 420,000 tested, 0.02% active; note: potency is the fitted concentration of half-maximal effect; series mostly up to about 76 µM; % of control where 0% means no effect; nearly all actives have a fitted effect of over 35% in size
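ERSR induction read as luciferase luminescence (Bright-Glo, 10 min at room temperature) in stably transfected human U87-MG glioma cells exposed to compounds for 16 h, using GRP78 as sensor.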
POLI inh: blocks human DNA polymerase iota activity. Q9UNA4. 390,000 tested, 1% active. Pol iota fluorescent replication assay, 10 min. Potency, µM (top dose mostly 115 µM), for the others: at the highest dose activity, negative = inhibition, usual class: inhibitors; note: potency is the fitted concentration of half-maximal effect
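Fluorescent replication assay read twice, at 0 min and 10 min after adding 50 nM (final) substrate. Enzyme (10 nM) and compounds were first incubated 15 min at room temperature; enzyme-free buffer wells were negative controls.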
BLM helicase inh: inhibitors of human Bloom syndrome helicase BLM | P54132 | recombinant BLM DNA unwinding, fluorescence dequenching | Potency, µM (highest dose often 56.1 µM), without a hit: at the highest dose activity change, negative = inhibition, actives largely listed as inhibitors | 350,000 tested, 0.2% active | AID 2528;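 note: potency is the fitted concentration of half-maximal effect; plate controls were vehicle for no effect and no enzyme for full effect; nearly all actives have a fitted effect of over 35% in size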
* hit, by the source's call; ? = inconclusive; . = no result given; & = joins results of further samples; [ ] = dose if it differs, or a comment. Unless noted, calls come from the whole dose curve; as a rule, active = well fitted curve in the direction sought with a large enough effect; inconclusive = small, poorly fitted or top-dose-only effect, or another doubt; inactive = no such curve, though single readings can be large; an effect the other way counts as inactive or inconclusive. These rows are one share of the data (hit frequency here may not be typical).

Sample of the layout:
| POLH inh | POLK inh | Anesthetic bind | APEX1 inh | LDHA block | Pol beta inh | Glioma ERSR ind | POLI inh | BLM helicase inh | mol |
| --- | --- | --- | --- | --- | --- | --- | --- | --- | --- |
| -7% | -3% | . | . | -3 | . | 0% | 9% | . | CC#CCN1c2ccccc2[C@]23C[C@@H](C(=O)OC)N(C(=O)NCCBr)C2=NC(C(=O)OC)=C(C(=O)OC)[C@H]13 |
| -11% | -11% | ? | 2% | -17 | -2% | -2% | 6%[58.9 µM] | -1% | Cc1cc(C(=O)NCc2cccs2)no1 |

Results (from the top)
| POLH inh | POLK inh | Anesthetic bind | APEX1 inh | LDHA block | Pol beta inh | Glioma ERSR ind | POLI inh | BLM helicase inh | mol |
| --- | --- | --- | --- | --- | --- | --- | --- | --- | --- |
| -7% | -3% | . | . | -3 | . | 0% | 9% | . | CC#CCN1c2ccccc2[C@]23C[C@@H](C(=O)OC)N(C(=O)NCCBr)C2=NC(C(=O)OC)=C(C(=O)OC)[C@H]13 |
| -11% | -11% | ? | 2% | -17 | -2% | -2% | 6%[58.9 µM] | -1% | Cc1cc(C(=O)NCc2cccs2)no1 |
| -7% | 2% | -7% | 11% | -16 | 3% | -3% | -11% | -3% | O=C(Nc1ccc([N+](=O)[O-])cc1)Nn1cnnc1 |
| -13% | -3% | 59%[activator] | 18% | -2 | 23% | -2% | -9% | -3% | COc1ccc(OC)c(NC(=O)c2sc3nc(C)cc(C)c3c2N)c1 |
| -7% | -8%&-5% | ? | -4%&0% | -2 | 2% | -5%&-4% | -6%&-21% | -7%&-3% | COc1ccc(C2/C=C\CN(Cc3ccco3)CC(=O)N2Cc2ccc(F)cc2)cc1 (stereo unspecified) |
| -25% | -17% | -22% | -2% | -5 | -21% | 4% | 31%[activator] | -3% | O=c1[nH]c(=O)c2nnc(N/N=C\c3ccc(O)cc3)nc2[nH]1 |
| -1% | -14% | 0% | -5% | 1 | 84% | -2% | 2% | 2% | CN(C)S(=O)(=O)c1ccc(=S)[nH]c1 |
| 3% | -11% | -13% | 0% | -5 | 2% | -2% | ? | 5% | CCOC(=O)c1[nH]c2c(c1-c1ccccc1)C(=O)CC(c1ccc(Cl)cc1)C2 (stereo unspecified) |
| . | -10% | . | . | 7 | . | -2% | -26% | . | CCN(CC)/[N+]([O-])=N/Oc1ccc([N+](=O)[O-])cc1[N+](=O)[O-] |
| -9% | 5% | . | 50% | 1 | . | -4% | 13% | . | CCOC(=O)C1=C(COC(=O)C2CC(=O)N(CCc3ccccc3)C2)NC(=O)NC1C (stereo unspecified) |
| -18% | -3% | -8% | 0% | 1&-3 | 15% | -2% | 19% | 0% | CC(C)(/C=N/O)/[N+]([O-])=C/C=[N+](\[O-])C(C)(C)/C=N/O |
| -7% | -16% | -10% | -4% | -1 | 17% | -4% | 5% | 2% | Cc1ccc(C(=O)N2CCN(Cc3ccc4c(c3)OCO4)CC2)o1 |
| . | -4%[60.1 µM] | . | -1% | . | . | -2% | . | -7% | COc1cccc(Cn2c(=O)cnc3cnc(Oc4cccc(Cl)c4)nc32)c1 |
| -3% | -9% | 7% | 16% | -2 | 18% | -5% | 18% | -4% | O=C(NCC1CCCO1)C1CCCCN1S(=O)(=O)c1ccc(F)cc1 (stereo unspecified) |
| -21% | -26% | ? | -12% | -2 | ? | 4% | ? | ? | Cc1ccsc1/C=C/C1=Cc2c(sc(NC(=O)CSc3n[nH]c(N)n3)c2C#N)C(C)(C)C1 |
| -10% | 6% | -9% | -4% | -12 | 1% | 1% | 8% | 2% | CN(C(=O)C12CC3CC(CC(C3)C1)C2)C1(C)CCS(=O)(=O)C1 (stereo unspecified) |
| -18% | 1%[60.1 µM] | 4% | . | -7 | ? | -2% | 30% | -2% | CCOCCn1ccc2c(OCC(=O)Nc3cc(C(F)(F)F)ccc3Cl)cccc2c1=O |
| -14% | 0% | 1% | -3% | 4 | ? | -3% | 6% | -1% | COC(=O)CSc1ccccc1C(=O)OC |
| -1% | -40% | . | 6% | -7 | . | -1% | ? | . | COc1ccc(NS(=O)(=O)c2cccc(C(=O)NN=Cc3ccc(O)c(OC)c3)c2)cc1 |
| -2% | 0% | -15% | -3% | 1 | 27% | 3% | -19% | 1% | Cc1cc(NN)nc2ccc(Cl)cc12 |
| 7% | -16% | 10% | -5% | -2 | 8% | 7% | -8% | 0% | Cc1ccnc(NS(=O)(=O)c2ccc(NS(=O)(=O)c3cc(Cl)ccc3Cl)cc2)n1 |
| -3% | -10% | -20% | -4% | -4 | 13% | 1% | -19% | -4% | O=C(Nc1nc(-c2nc3ccccc3s2)cs1)c1ccc(S(=O)(=O)N2CCOCC2)cc1 |
| -17% | -3% | -6% | -5% | -5 | 49% | -2% | 15% | -2% | CCOC(=O)C1CCN(C(=O)c2cc3cc(F)ccc3[nH]2)CC1 |
| . | -12%[60.1 µM] | -17% | -4% | . | . | -2% | . | -3% | COC(=O)[C@]1(C)CCC[C@]2(C)c3ccc(C(C)C)cc3C(=O)CC12 (stereo partly specified) |
| 22µM* | 79µM* | -21% | 21% | 24 | 40µM* | 2% | ? | -24% | N#C/C(=C\c1ccc([N+](=O)[O-])o1)C(=O)Nc1ccc(F)cc1 |
| 0% | -2% | -6% | -27% | -5 | 40% | -7% | 41%[activator] | -2% | N#Cc1cc2cc3c(cc2nc1SCC(=O)N1CCOCC1)OCCO3 |
| -1% | -10% | -15% | 1% | -5 | 8%[57.1 µM] | -2% | 100%[activator] | -2% | Cc1cc(Br)c2nc3c(c(C(=O)O)c2c1)CCCCC3 |
| -7% | -18% | -1% | 14% | 3 | 25% | -3% | -1% | -6% | Cc1c(N=N/C(C(=O)Nc2ccccc2)=C(/O)c2ccccc2)c(=O)n(-c2ccccc2)n1C |
| -9% | -8% | ? | 17% | -2 | -30% | 1% | 9% | -5% | Cc1cc(SCc2cccc(C(F)(F)F)c2)nc(=O)[nH]1 |
| -14% | -6% | . | -5% | -8 | . | -3% | 17% | . | CCOC(=O)C1=C(COC(=O)CNC(=O)c2ccccc2F)NC(=O)NC1C (stereo unspecified) |
| -14% | -2% | -13% | -10% | -1 | -19% | -4% | 38%[activator] | -4% | COc1ccc(-c2cc(CCCC(=O)NCCc3ccc(OC)cc3OC)no2)cc1 |
| -4% | -10% | . | -11% | -3 | . | -3% | 17% | . | CCN(CC(=O)Nc1c(F)cccc1F)C(=O)/C=C/c1c(C)nn(-c2ccc(F)cc2)c1C |
| -17% | 0% | 1% | -5% | -10 | -25% | -5% | 4% | -7% | CNC(=S)NNC(=O)c1cc(C(C)(C)C)nn1Cc1ccc(F)cc1 |
| -7% | 1% | 2% | 2% | -3 | 3% | 0% | ? | -4% | Cc1ccc(-c2nnc(N(C)C(=O)c3ccccn3)s2)cn1 |
| . | . | -10% | -1% | . | 6% | . | . | -3% | COc1cccc(C2/C(=C(/O)c3ccncc3)C(=O)C(=O)N2CCCN(C)C)c1 (stereo unspecified) |
| -13% | 4% | -9% | 7% | 1 | -13% | -4% | -20% | -7% | COC(=O)c1ccc(NC2=C(Cl)C(=O)OC2OC(=O)c2ccccc2)cc1 (stereo unspecified) |
| -27% | -10% | 2% | ? | 0 | -21% | -4% | 5% | -14% | CC(C)(C)OC(=O)NCCCC[C@H](NC(=O)c1nc[nH]c1C(=O)NCc1ccccc1)C(=O)OC(C)(C)C |
| -16% | -8% | -9% | 2% | -3 | 4% | 0% | 6% | -1% | CC1(C)CCc2nc(SCc3ccccc3)c(C#N)cc2C1 |
| 4% | -6% | -10% | 0% | -3 | 36% | ? | 1% | 0% | COc1cc(C(=O)Nc2ccc(S(=O)(=O)Nc3cc(C)on3)cc2)cc(OC)c1OC |
| 2.8µM* | 35µM* | . | -66% | -12 | . | -6% | 22µM* | . | NC(=O)c1ccc(NC(=O)COC(=O)/C=C/c2ccc(Br)o2)cc1 |
| -13% | 3% | -9% | -6% | 2 | 2% | 0% | -2% | -5% | CN(Cc1ccccc1)S(=O)(=O)c1ccc2c(c1)OCCO2 |
| -13% | -36% | -16% | -4% | 1 | 6% | -2% | 6% | -1% | CCC(C)(C)NC(=O)c1cc(S(=O)(=O)N2CCc3ccccc32)cn1C |
| -9% | -8% | -7% | ? | 5 | 54% | -3% | 15% | 1% | COc1ccc2cnnc(SCC(=O)Nc3ccccc3)c2c1OC |
| 2% | -6% | -9% | 4% | -4 | 0% | -5% | -8% | 1% | C=CCn1c(=O)n(CCC#N)c(=O)n(CCC#N)c1=O |
| -6% | -4% | 3% | 17% | -7 | 0% | -4% | 1% | 4% | O=C(NCC1CCNCC1)c1ccncc1 |
| ? | -14% | -10% | 0% | -9 | 6% | -4% | 16% | -1% | CCCCOCCCNC(=O)c1ccc(OC)cc1 |
| -10% | -5% | -12% | 5% | 1 | 16% | -3% | ? | -1% | CC1=CC(C)(C)N(C(=O)CSc2nncn2C)c2ccccc21 |
| -2% | 12% | 0% | -5% | 3 | 22% | -6% | 20% | 0% | Cn1c(=O)oc2cc(S(=O)(=O)N3CCCc4ccccc43)ccc21 |
| -4% | -25% | -10% | -1% | -10 | 1% | 0% | ? | -4% | CCCCNC(=S)Nc1ccc(OC)nc1 |
| -12% | -21% | -13% | 15% | -6 | 7% | -3% | 4% | -7% | Cc1sc2ncnc(SCC(=O)c3ccc4c(c3)OCCO4)c2c1-c1ccccc1 |

Other records.
| POLH inh | POLK inh | Anesthetic bind | APEX1 inh | LDHA block | Pol beta inh | Glioma ERSR ind | POLI inh | BLM helicase inh | mol |
| --- | --- | --- | --- | --- | --- | --- | --- | --- | --- |
| -4% | -13% | -7% | 12% | -13 | 1% | -3% | 68%[activator] | 1% | Nc1ccc(S(=O)(=O)Nc2nccc(/C=C/c3ccc(Br)s3)n2)cc1 |
| -6% | 3% | -8% | -6% | 0 | -2% | -1% | 37%[activator] | 0% | O=C(CCc1c[nH]c2ccccc12)NCC(=O)Nc1ccc(F)c(F)c1F |
| -17% | -2% | ? | 5% | 3 | -3% | -6% | 16% | -2% | Cc1ccc(C2C(C(N)=S)=C(N)OC3=C2C(=O)CC(C)(C)C3)cc1 (stereo unspecified) |
| -10% | 1%[60.1 µM] | ? | 3% | -2 | 15% | -2% | 2% | 1% | CC(N=Cc1cc([N+](=O)[O-])ccc1O)c1ccccc1 (stereo unspecified) |
